Screening data deposited in PubChem by Southern Research Specialized Biocontainment Screening Center.
H37Rv inhibition: M. tuberculosis growth inhibition, HTS (AID 449762); inhibition, % at 25 µM, or IC50 in µM where a hit was titrated; M. tuberculosis H37Rv growth inhibition, 7H9 media; higher % means a stronger effect; 330,000 tested, 0.59% active; in the data active means a potency from the dose series; inconclusive means inhibition above about 70% without an active follow-up result;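 further: bacterial growth assessed after seven days of incubation; strong numbers were not always called active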
PhoP GFP inhibition: PhoP regulon inhibitors, Salmonella typhi PhoP promoter GFP reporter, confirmatory (AID 1850); inhibition, % at 50 µM; hits with a dose series show IC50 in µM; Salmonella Typhi PhoP-promoter GFP reporter, fluorescence, 4 h; higher % means a stronger effect; 310,000 tested, 0.33% active; in the data active means a potency from the dose series; inconclusive means inhibition mostly from about 25% at the one dose, without a potency; inactive means the rest, 99 in 100 with inhibition below about 19%;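 further: 0% = induced wells with vehicle and 100% = uninduced wells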
H1N1 NS1A inhibition: H1N1 influenza NS1A inhibitors, functional cell based assay (AID 504329) | 340,000 tested, 0.3% active | NS1A functional cell-based assay, percent inhibition; higher % means a stronger effect | inhibition, % at 12.5 µM, or IC50 in µM where a hit was titrated; in the data active means a potency from the dose series; inconclusive means inhibition above about 27% without an active follow-up result; further: strong numbers were not always called active
VEEV TC-83 Vero: inhibitors of VEEV TC-83 cytopathic effect, confirmation, Vero cells (AID 588727). Vero cells, VEEV TC-83 cytopathic effect inhibition; higher % means a stronger effect. inhibition, % at 20 µM, or IC50 in µM where a hit was titrated. 350,000 tested, 0.13% active; in the data active means a potency from the dose series; inconclusive means inhibition mostly from about 14% at the one dose, without a potency; inactive means the rest, 99 in 100 with inhibition below about 12%; further: strong numbers were not always called active
M. tuberculosis: growth inhibition of non-replicating M. tuberculosis (AID 488890) | Mycobacterium tuberculosis non-replicating, growth inhibition; higher % means a stronger effect | 320,000 tested, 0.39% active | inhibition, % at 25 µM, or IC50 in µM where a hit was titrated; in the data active means a potency from the dose series; inconclusive means inhibition mostly from about 82% at the one dose, without a potency; inactive means the rest, 99 in 100 with inhibition below about 76%;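 further: plate controls were DMSO cells for no effect and high antibiotic wells for full effect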
VEEV TC-83 Vero 10K pilot screen: also measured in VEEV TC-83 Vero; calls as there; inhibition, %; measured here: 10K pilot screen inhibition
* marks the source's active call; other numbers are inactive results.

For C=C(C)c1cccc(C(C)(C)NC(=O)NC2CN3CCC2CC3)c1 (stereo not given) the results were H37Rv inhibition 1.1%, PhoP GFP inhibition -1.5%, H1N1 NS1A inhibition -6.2%, VEEV TC-83 Vero 1.8% and M. tuberculosis 53.4%.
COc1ccc(OC)c(S(=O)(=O)NCCCn2ccnc2)c1 was read as H37Rv inhibition 4.7%, PhoP GFP inhibition -9.2%, H1N1 NS1A inhibition 0.4%, VEEV TC-83 Vero inactive and M. tuberculosis 5.9%.
For CCOC(=O)Cc1cc(=O)n2[nH]c(C)c(-c3ccccc3OC)c2n1 the results were H37Rv inhibition 0.1%, PhoP GFP inhibition -4.1%, H1N1 NS1A inhibition -4.2%, VEEV TC-83 Vero 1.2% and M. tuberculosis 2.2%.
Screening COC(=O)c1sccc1NC(=O)c1ccccc1[N+](=O)[O-] returned H37Rv inhibition -5.2%, PhoP GFP inhibition -0.6%, H1N1 NS1A inhibition 0.7%, VEEV TC-83 Vero 0.3% and M. tuberculosis 77.3%.
For Cc1ccccc1-n1c(SC(C)C(=O)NCC2CCCO2)nnc1-c1ccncc1 (stereo not given) the results were H1N1 NS1A inhibition 8.3% and VEEV TC-83 Vero inactive.
`COc1ccc(CC(=O)NCc2nnc(SCC(=O)N3CCN(c4ccccc4)CC3)n2C)cc1` gave H1N1 NS1A inhibition -3.2% and VEEV TC-83 Vero 2.2%.
Screening CCOC(=O)Cc1csc(NC(=O)COc2ccc(C)cc2)n1 returned H37Rv inhibition 0.0%, PhoP GFP inhibition 3.7%, H1N1 NS1A inhibition -10.9%, VEEV TC-83 Vero 1.0% and M. tuberculosis 66.1%.
`COC(=O)[C@]1(C)N[C@H](c2ccc(-c3ccccc3)cc2)[C@@H]2C(=O)N(C)C(=O)[C@@H]21` gave H37Rv inhibition -4.8%, PhoP GFP inhibition 19.2%, H1N1 NS1A inhibition -9.7%, VEEV TC-83 Vero 1.4% and M. tuberculosis 15.8%.
For CCc1nnc(NC(=O)c2cccs2)s1 the results were H37Rv inhibition -7.2%, PhoP GFP inhibition -12.4%, H1N1 NS1A inhibition -6.7%, VEEV TC-83 Vero 2.5% and M. tuberculosis -13.4%.
`CCOC(=O)c1c(C)[nH]c(C)c1C(=O)CSc1nnnn1-c1ccccc1` gave H37Rv inhibition 0.7%, PhoP GFP inhibition -2.1%, H1N1 NS1A inhibition -9.2%, VEEV TC-83 Vero inactive and M. tuberculosis 32.2%.
Screening CC(C)CN(C(=O)COC(=O)Cc1n[nH]c(=O)c2ccccc12)C1CCS(=O)(=O)C1 (stereo not given) returned H37Rv inhibition -7.0%, PhoP GFP inhibition -0.8%, H1N1 NS1A inhibition 7.0%, VEEV TC-83 Vero 2.3% and M. tuberculosis 10.9%.
`CCOC(=O)C1CCCN(S(=O)(=O)c2ccc(Cl)nc2)C1` (stereo not given) gave H37Rv inhibition -1.9%, PhoP GFP inhibition -3.5%, H1N1 NS1A inhibition -13.5%, VEEV TC-83 Vero 2.5% and M. tuberculosis -10.8%.
COc1ccc(NC(=O)C2CCC(CNS(=O)(=O)c3cccs3)CC2)cc1 (stereo not given) was read as H37Rv inhibition 0.9%, PhoP GFP inhibition -2.4%, H1N1 NS1A inhibition -0.9%, VEEV TC-83 Vero 0.6% and M. tuberculosis 1.4%.
For CC(Oc1ccc(Cl)cc1Cl)C(=O)OCn1nnc2ccccc2c1=O (stereo not given) the results were H37Rv inhibition 31.0%, PhoP GFP inhibition -2.3%, H1N1 NS1A inhibition 17.7%, VEEV TC-83 Vero 0.8% and M. tuberculosis inconclusive.
Screening CCN(CCO)Cc1csc2cc(C)ccc12 returned H37Rv inhibition -4.0%, PhoP GFP inhibition -5.8%, H1N1 NS1A inhibition -5.5%, VEEV TC-83 Vero inactive and M. tuberculosis -12.2%.
CCCCC(=O)NC1=C(C(=O)OC)SCC1 was read as H37Rv inhibition 3.6%, PhoP GFP inhibition -11.6%, H1N1 NS1A inhibition 3.4%, VEEV TC-83 Vero 2.4% and M. tuberculosis -14.1%.
N#C/C(=C/c1ccc(-c2cccc([N+](=O)[O-])c2)o1)C(=O)Nc1nc(-c2cccs2)cs1 was read as H1N1 NS1A inhibition -1.4% and VEEV TC-83 Vero 0.7%.
For O=C(Nc1cc(Cl)ccc1-n1cncn1)c1ccc(F)c(S(=O)(=O)N2CCOCC2)c1 the results were H37Rv inhibition -4.0%, PhoP GFP inhibition 7.0%, H1N1 NS1A inhibition -4.6%, VEEV TC-83 Vero 7.5% and M. tuberculosis -19.8%.
Screening CCc1nc(N2CCOCC2)c(C#N)c2c1COC(C)(C)C2 returned H37Rv inhibition -1.2%, PhoP GFP inhibition 3.2%, H1N1 NS1A inhibition -14.2%, VEEV TC-83 Vero 7.3% and M. tuberculosis -4.1%.
Cn1c(=O)cc(N2CCc3ccccc32)[nH]c1=O was read as H37Rv inhibition 4.7%, PhoP GFP inhibition 4.1%, H1N1 NS1A inhibition 1.2%, VEEV TC-83 Vero 8.3% and M. tuberculosis 12.7%.
`Cc1cccc(OCC(=O)Nc2ccc3oc(=O)ccc3c2)c1C` gave H37Rv inhibition 1.7%, PhoP GFP inhibition -5.5%, H1N1 NS1A inhibition 7.1%, VEEV TC-83 Vero 0.2% and M. tuberculosis -3.5%.
Cc1ccnc(N2C(=O)c3ccccc3C2Nc2cccc(C)c2C)c1 (stereo not given) was read as H37Rv inhibition -6.9%, PhoP GFP inhibition -2.3%, H1N1 NS1A inhibition -2.5%, VEEV TC-83 Vero 0.5% and M. tuberculosis 6.1%.
`Cc1ccc(CSc2nc3ccncc3n2CC(=O)Nc2cc(C)cc(C)c2)cc1` gave H37Rv inhibition 1.6%, PhoP GFP inhibition 12.2%, H1N1 NS1A inhibition 9.2%, VEEV TC-83 Vero 2.9% and M. tuberculosis 19.3%.
COc1ccc(CNC(=O)[C@H](C)NC(=O)N2CCn3c2nc2ccccc23)cc1 was read as H37Rv inhibition -1.1%, PhoP GFP inhibition 4.8%, H1N1 NS1A inhibition -2.6%, VEEV TC-83 Vero 0.8% and M. tuberculosis 17.6%.
For c1ccc2c(c1)nc(Nc1ccc(N3CCCCC3)cc1)c1nncn12 the results were H37Rv inhibition -2.1%, PhoP GFP inhibition 2.1%, H1N1 NS1A inhibition -5.9%, VEEV TC-83 Vero 9.7% and M. tuberculosis 20.3%.
O=C(N/N=C1/CC(c2ccccc2)Oc2ccccc21)C1CC1 (stereo not given) was read as H37Rv inhibition -4.8%, PhoP GFP inhibition -7.3%, H1N1 NS1A inhibition -5.1%, VEEV TC-83 Vero inactive and M. tuberculosis -9.8%.
For NNC(=O)C(=O)/C=C1\NC2(CCCC2)Cc2ccccc21 the results were H37Rv inhibition 9.9%, PhoP GFP inhibition 6.8%, VEEV TC-83 Vero 5.5% and M. tuberculosis -10.8%.
Screening N#Cc1c(N2CCN(c3ccc([N+](=O)[O-])cc3)CC2)[n+](=O)c2ccc(Cl)cc2n1[O-] returned H1N1 NS1A inhibition 8.6% and VEEV TC-83 Vero 0.0%.
Screening CCc1nnc(NC(=O)/C=C/c2cccs2)s1 returned H37Rv inhibition -2.9%, PhoP GFP inhibition -1.0%, H1N1 NS1A inhibition 2.3%, VEEV TC-83 Vero inactive and M. tuberculosis 3.7%.
Screening Cc1cc(OCC(=O)OCC(=O)N2c3ccccc3NC(=O)C2(C)C)ccc1Cl returned H37Rv inhibition -5.2%, H1N1 NS1A inhibition -18.7%, VEEV TC-83 Vero inactive and M. tuberculosis 61.1%.
`Nc1ccc(C(=O)OCC(=O)Nc2cccc(S(=O)(=O)NC3=NCCCCC3)c2)cc1[N+](=O)[O-]` gave H37Rv inhibition -10.1%, H1N1 NS1A inhibition 1.4%, VEEV TC-83 Vero 1.5% and M. tuberculosis 8.2%.
`Cc1ccc(CSC2=NCCN2C(=O)c2ccc([N+](=O)[O-])cc2)cc1` gave H37Rv inhibition 7.9%, PhoP GFP inhibition -15.9%, H1N1 NS1A inhibition 5.2%, VEEV TC-83 Vero 0.3% and M. tuberculosis inconclusive.
For O=C(CSc1nnc(-c2ccc(O)cc2)o1)Nc1ccc2c(c1)OCCO2 the results were H37Rv inhibition -2.9%, PhoP GFP inhibition -5.8%, H1N1 NS1A inhibition 4.4%, VEEV TC-83 Vero 0.9% and M. tuberculosis -3.0%.
For CC(C)CNC(=O)c1cccc(NC(=O)C(C)Oc2ccccc2)c1 (stereo not given) the results were H37Rv inhibition -0.9%, PhoP GFP inhibition -4.8%, H1N1 NS1A inhibition -4.0%, VEEV TC-83 Vero 4.4% and M. tuberculosis 22.5%.
Screening Cc1ccc(-n2c(-c3ccco3)nc3c(cnn3-c3ccccc3C)c2=O)cc1 returned H37Rv inhibition -8.0%, PhoP GFP inhibition -18.7%, H1N1 NS1A inhibition 7.8% and VEEV TC-83 Vero 0.1%.
COc1ccc(C(C)=O)cc1CSc1ccc(S(=O)(=O)N2CCOCC2)cn1 was read as H37Rv inhibition 2.6%, H1N1 NS1A inhibition -9.7%, VEEV TC-83 Vero 6.3% and M. tuberculosis 30.3%.
`C=CCN(CC=C)C(=O)c1ccncc1` gave H37Rv inhibition 2.7%, PhoP GFP inhibition -8.0%, H1N1 NS1A inhibition 10.4%, VEEV TC-83 Vero inactive and M. tuberculosis -13.0%.
CCOc1ccc2nc(NC(=O)CSc3nnc(-c4ccncc4)n3CC3CCCO3)sc2c1 (stereo not given) was read as H37Rv inhibition inconclusive, PhoP GFP inhibition 4.2%, H1N1 NS1A inhibition -0.7%, VEEV TC-83 Vero 3.7% and M. tuberculosis 39.9%.
Cc1ccc(CNS(=O)(=O)c2c(C)[nH]c(C)c2C(=O)N2CCCCC2)o1 was read as H37Rv inhibition 5.7%, PhoP GFP inhibition -1.1%, H1N1 NS1A inhibition 5.0%, VEEV TC-83 Vero 1.7% and M. tuberculosis -2.6%.
C[C@]12c3[nH]c4cc(-c5ccco5)ccc4c3CCN1C(=O)[C@@H](CC(=O)NCCCn1ccnc1)C[C@@H]2C(=O)N1CCCCC1 was read as H1N1 NS1A inhibition -1.4% and VEEV TC-83 Vero inactive.
For COCC1CCN(C(=O)c2cc(COc3cncc(Cl)c3)on2)C1 (stereo not given) the results were H37Rv inhibition 10.0%, PhoP GFP inhibition -17.2%, H1N1 NS1A inhibition -20.2%, VEEV TC-83 Vero 1.6% and M. tuberculosis 1.9%.
Cc1[nH]c2ccccc2c1C(=O)CN1CC=C(c2ccccc2)CC1 was read as H37Rv inhibition inconclusive, PhoP GFP inhibition -4.5%, H1N1 NS1A inhibition 13.7%, VEEV TC-83 Vero 0.4%, M. tuberculosis 57.5% and VEEV TC-83 Vero 10K pilot screen 0.1.
For O=c1c2ccccc2nc(/C=C/c2c[nH]c3ccccc23)n1CCO the results were H37Rv inhibition 69.2%, PhoP GFP inhibition -3.4%, H1N1 NS1A inhibition 0.3%, VEEV TC-83 Vero 6.6% and M. tuberculosis 16.1%.
`COc1ccc(C(C(=O)NCCC(C)C)N(CCCO)C(=O)c2snc(C(N)=O)c2N)cc1OC` (stereo not given) gave H37Rv inhibition 0.9%, PhoP GFP inhibition -4.3%, H1N1 NS1A inhibition -30.5%, VEEV TC-83 Vero 0.8% and M. tuberculosis 10.7%.
`CC(OC(=O)c1c[nH]c2ccccc12)C(=O)N1CCCC1` (stereo not given) gave H37Rv inhibition -3.7%, H1N1 NS1A inhibition -14.7%, VEEV TC-83 Vero inactive and M. tuberculosis 1.3%.
Screening O=C(Cc1ccc(Br)cc1)N1CCN(c2ccccn2)CC1 returned H37Rv inhibition 1.0%, PhoP GFP inhibition -11.5%, H1N1 NS1A inhibition -3.9%, VEEV TC-83 Vero 0.3% and M. tuberculosis 15.8%.
Screening COc1ccc(-c2csc(NC(=O)CN3C(=O)CCC3=O)n2)cc1OC returned H37Rv inhibition -5.6%, PhoP GFP inhibition 4.0%, H1N1 NS1A inhibition -31.5%, VEEV TC-83 Vero 2.0% and M. tuberculosis -10.3%.
Screening COC(=O)C1CSC(C)(C)C(=O)N1 (stereo not given) returned H37Rv inhibition -3.3%, PhoP GFP inhibition -3.4%, H1N1 NS1A inhibition -8.5%, VEEV TC-83 Vero 0.8% and M. tuberculosis -9.2%.
